CYP2C19 activ = activators of human cytochrome P450 2C19 | P33261 | recombinant CYP2C19, luciferin-H EGE luminescence; active compounds read high; 0 = fully inhibited enzyme, 1 = untreated enzyme | activation factor at 5 µM | 96,000 tested, under 10 active | AID 1025;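 active = activation factor of at least 2 at 5 µM in the primary screen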;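 also: 0 = wells with 2.5 mM tranylcypromine and 1 = vehicle-only wells; values of inactives mirror those of a sister screen read the other way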
CYP2C19 inh = human CYP2C19 inhibition | CYP2C19 Supersomes, luciferin-H EGE luminescence, 30 min | inhibition, % at 5 µM | 96,000 tested, 21% active | AID 778;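 active = CYP2C19 inhibition above a set limit at 5 µM in the primary screen, cut at about 50% in these data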;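 also: plate controls were negative control wells for no effect and 2.5 mM tranylcypromine positive control for full effect; values of inactives mirror those of a sister screen read the other way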
CYP2C9 act = activators of human CYP2C9; P11712; recombinant CYP2C9, luciferin-H conversion, luminescence; active compounds read high; factor 1 = untreated enzyme, 0 = blocked; activation factor at 5 µM; 96,000 tested, 1.4% active; AID 1024;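 active = activation factor of 2 or more for CYP2C9 at a 5 µM dose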;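 also: 0 = sulfaphenazole-blocked wells and 1 = vehicle-only wells; values of inactives mirror those of a sister screen read the other way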
PLAP activator = human PLAP activation | P05187 | purified PLAP enzyme, luminescent substrate read-out; active compounds read high | activation fold at 20 µM | 96,000 tested, 1.2% active; in the data active = activation fold above about 2
CYP2C9 inhib = human CYP2C9 inhibition. P11712. inhibition, % at 5 µM. CYP2C9 Supersomes, luciferin-H conversion, luminescence. 96,000 tested, 20% active;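 active = blocking of liver enzyme CYP2C9 beyond about 50% at 5 µM, limit read from the data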; also: values of inactives mirror those of a sister screen read the other way
Mac1 fbg inh = inhibitors of human CD11b/CD18 binding to fibrinogen. P05107+P11215. K562 CD11b/CD18 adhesion to fibrinogen, ATPlite luminescence; Mn2+ added to activate the integrin. inhibition, % at 10 µM. 93,000 tested, 0.54% active. AID 1497;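 active = primary inhibition of 50% or more at 10 µM, then 40% or more on retest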; also: some results filed as inactive read as strong as hits
CD11b adhes enh = enhancers of human CD11b/CD18 binding to fibrinogen; P05107+P11215; K562 CD11b/CD18 adhesion to fibrinogen, ATPlite luminescence; activation, % at 10 µM; 93,000 tested, 0.07% active; AID 1499;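 active = 10 µM primary screen giving 50% or more activity, confirmed by 40% or more on retest at that dose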; also: strong numbers were not always called active; reference of the scale not given here
MT1-MMP txn act = MT1-MMP promoter transcription activation | HT1080 MT1-MMP promoter luciferase reporter, luminescence, overnight; active compounds read high | 86,000 tested, 0.16% active | activation factor at 10 µM;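 active = activation factor of at least 2 for MT1-MMP transcription at 10 µM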
PTK2B oligo ant = Pyk2 (human) oligomerization antagonism. Q293 cells, Pyk2 FERM NanoBiT luminescence; active compounds read low. z-score (the deposit names both 25 µM and 10 µM). 99,000 tested, 0.83% active;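 active = Z-score of -3 or lower, scaled per plate to the spread of control and sample wells; inactive = z-score above -3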;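 also: negative z-score means lost luminescence so less FERM oligomerization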
Target sequence (Q14289 whole entry, looked up): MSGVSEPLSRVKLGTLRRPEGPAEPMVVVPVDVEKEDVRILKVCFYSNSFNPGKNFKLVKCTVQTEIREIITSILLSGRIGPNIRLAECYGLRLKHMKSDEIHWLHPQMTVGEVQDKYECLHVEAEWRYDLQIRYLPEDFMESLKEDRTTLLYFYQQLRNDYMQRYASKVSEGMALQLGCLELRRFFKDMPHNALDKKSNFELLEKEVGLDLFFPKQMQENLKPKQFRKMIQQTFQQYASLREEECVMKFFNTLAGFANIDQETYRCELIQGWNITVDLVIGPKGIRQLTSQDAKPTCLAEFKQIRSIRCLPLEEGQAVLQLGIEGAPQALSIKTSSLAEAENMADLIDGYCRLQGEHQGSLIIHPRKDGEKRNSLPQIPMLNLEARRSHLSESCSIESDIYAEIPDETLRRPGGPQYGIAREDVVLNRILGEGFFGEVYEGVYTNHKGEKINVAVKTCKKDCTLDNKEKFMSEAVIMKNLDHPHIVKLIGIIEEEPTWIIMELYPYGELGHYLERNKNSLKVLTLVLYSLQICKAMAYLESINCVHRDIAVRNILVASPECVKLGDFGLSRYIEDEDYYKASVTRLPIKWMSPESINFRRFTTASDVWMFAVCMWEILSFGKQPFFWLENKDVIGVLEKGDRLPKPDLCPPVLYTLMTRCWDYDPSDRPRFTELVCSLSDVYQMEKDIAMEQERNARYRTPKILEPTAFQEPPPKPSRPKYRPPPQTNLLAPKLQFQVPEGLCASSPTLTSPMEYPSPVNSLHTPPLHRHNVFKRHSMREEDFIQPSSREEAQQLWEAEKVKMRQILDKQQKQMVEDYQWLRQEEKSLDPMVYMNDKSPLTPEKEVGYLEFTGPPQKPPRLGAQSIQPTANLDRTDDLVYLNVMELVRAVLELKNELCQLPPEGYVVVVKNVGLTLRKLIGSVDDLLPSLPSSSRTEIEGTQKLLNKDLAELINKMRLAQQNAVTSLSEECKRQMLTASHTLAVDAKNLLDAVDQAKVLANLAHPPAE
* marks the source's active call; other numbers are inactive results; / = no result given.

SMILES | CYP2C19 activ | CYP2C19 inh | CYP2C9 act | PLAP activator | CYP2C9 inhib | Mac1 fbg inh | CD11b adhes enh | MT1-MMP txn act | PTK2B oligo ant
O=c1c(-c2ccnn2-c2ccc(F)cc2)cnc2n1CCS2 | 0.2 | 79* | 0.9 | 1.1 | 8 | 7 | -2 | 1.2 | -0.9
CC1(C)OC(=O)C(=CNCC(O)c2ccccc2)C(=O)O1 (centres undefined) | 0.7 | 28 | 0.9 | 1.2 | 15 | -16 | -1 | 1.1 | 0.35
COc1ccc(S(C)(=O)=O)cc1S(C)(=O)=O | 1.1 | -9 | 1.2 | 0.9 | -16 | -4 | -4 | 1.1 | -0.56
CCOC(=O)N1CCN(C(=O)CNC(=O)Cc2ccc(Cl)cc2)CC1 | 0.9 | 6 | 0.9 | 1 | 10 | -15 | 6 | 1.2 | -0.31
Cc1ccc(CSc2nc3ncccc3[nH]2)cc1 | 0.2 | 76* | 0.4 | 1.3 | 56* | / | / | 0.8 | -0.29
O=C(CSc1nnc(-c2cccnc2)n1C1CCCCC1)NC1CCCCC1 | 0.9 | 8 | 0.6 | 1.6 | 44 | 20 | -3 | 1.1 | 1.7
COc1ccc(CNC(=O)Cc2csc(Nc3nc(=S)[nH]c4ccccc34)n2)cc1 | 0.3 | 66* | 0.1 | 1.6 | 86* | / | / | / | -1.2
COCCCn1c(SCC(=O)N(C)C)nnc1-c1ccccc1 | 1 | 1 | 0.9 | 1 | 5 | -7 | -3 | 1 | -0.2
O=C(Nc1ncc(Br)s1)C(Cc1ccccc1)n1cccc1 (centres undefined) | 0.1 | 88* | 0 | 1.4 | 97* | 79* | -7 | 1 | /
Cn1cc(CCC(=O)NCc2ccc3c(c2)OCO3)c2ccccc21 | 0.1 | 94* | 2.2* | 0.8 | -124 | -6 | 2 | 1.1 | 0.18
O=C(NCCN1CCOCC1)C1CCC(=O)N1C1CCCCC1 (centres undefined) | 1 | 5 | 1 | 0.8 | 2 | / | / | 1 | -0.03
CCOc1ccc(CNc2ncnc(N)n2)cc1 | 1 | -2 | 1 | 0.9 | -1 | 6 | -4 | 1.1 | 0.04
COCCn1c(Cc2ccccc2)nnc1SCC(=O)N1CCCCC1C (centres undefined) | 0.9 | 10 | 1 | 1.5 | 2 | -3 | -1 | 1 | 0.4
Cc1ccccc1S(=O)(=O)Cc1ccc(C(=O)NCCCOC(C)C)o1 | 0.7 | 29 | 0.7 | 0.9 | 29 | -11 | -1 | 1.3 | 0.65
CC1CCCCN1CCNC(=O)CC1Oc2ccccc2NC1=O (centres undefined) | 1 | -2 | 1 | 1 | -1 | -3 | 12 | 1.2 | /
O=C(CCCCCn1c(=S)[nH]c2cc3c(cc2c1=O)OCO3)N1CCN(C2CCCCC2)CC1 | 0.7 | 30 | 0.2 | 1.4 | 81* | 2 | -1 | 1.2 | -0.28
Cc1[nH]c2ccccc2c1[C@H]1[C@@H](CC#N)C1(C)C | 0.5 | 48 | 0.7 | 0.9 | 28 | 3 | -6 | 1.2 | -0.19
Cc1ccc(-n2c(=O)c3sccc3n(CC(=O)NCc3ccco3)c2=O)cc1 | 1.1 | -11 | 1 | 1 | 2 | -5 | 1 | 1.1 | 0.81
Cc1cc(C)n2nc(SCCC(=O)NCCc3ccccc3)nc2n1 | 0.8 | 17 | 0.9 | 0.9 | 13 | -18 | 0 | 1.1 | 0.13
CCOC(=O)N1CCN(C(=O)CN(Cc2ccccc2)S(=O)(=O)c2ccc(OC)c(C)c2)CC1 | 0.4 | 64* | 0.7 | 1.5 | 27 | 8 | 6 | 1 | 2.2
O=C(c1cccc(N2CCCC2=O)c1)N1CCOCC1 | 1.1 | -9 | 0.9 | 1 | 6 | -13 | 0 | 1.2 | 0.58
CC(C)(CNc1ccc([N+](=O)[O-])cc1Cl)CNS(C)(=O)=O | 0.5 | 55* | 0.6 | 1.2 | 44 | -4 | 3 | 1.2 | -0.56
Cc1sc2nc(SC(C)C)nc(N)c2c1C | 0.8 | 20 | 0.8 | 1 | 16 | -4 | -2 | 1.1 | 2.5
COC(=O)c1ccc(NC(=O)C2CCN(S(C)(=O)=O)CC2)cc1 | 1.1 | -10 | 1.1 | 0.8 | -11 | -2 | 2 | 1 | -1.2
COc1ccc(S(=O)(=O)NCCSCc2cccs2)cc1 | 0.1 | 94* | 0.7 | 0.5 | 28 | -7 | 5 | 1.1 | -0.75
CCOC(=O)c1cnc(-n2nc(C)cc2C)nc1-n1nc(C)cc1C | 0.9 | 5 | 0.7 | 1.4 | 32 | -30 | 0 | 1 | 0.71
O=C(NCC(=O)N(CC1CCCO1)C(C(=O)NC1CCCC1)c1cccnc1)c1ccco1 (centres undefined) | 1.1 | -8 | 1.1 | 0.9 | -6 | -3 | 1 | 1.2 | 0
CC1(C)CC(=O)C(C=NCCN2CCN(C(=S)Nc3ccc(F)cc3)CC2)=C(O)C1 | 0.2 | 75* | 0.8 | 1.1 | 18 | 12 | -4 | / | 1.5
CC1(C)CC(=O)C2=C(C1)OC(c1ccncc1)C(C#N)=C2N (centres undefined) | 0.8 | 17 | 0.7 | 1 | 30 | -4 | -5 | 1.1 | -0.49
COc1ccc(NC(=O)c2ccc(S(=O)(=O)N3CCOCC3)cc2)c(OC)c1 | 1 | -3 | 2.6* | 1.1 | -158 | -36 | 5 | 1.2 | 0.31
CCN(CC)CCCNC(=O)C1c2cc(OC)c(OC)cc2C(=O)N(C)C1c1cccs1 (centres undefined) | 0.3 | 74* | 0.8 | 1.3 | 19 | -24 | -7 | 1 | 1.3
COc1ncnc2c1cnn2-c1ccccc1 | 1.1 | -12 | 0.8 | 0.9 | 20 | -1 | -4 | 1.4 | 0.43
O=C(O)COc1ccc2c(-c3ccccc3)cc(=O)oc2c1 | 1 | 5 | 1.1 | 1 | -8 | -23 | 0 | 1.2 | 1.1
COc1cccc(-c2nc(CS(=O)CC(=O)NCc3ccccc3Cl)c(C)o2)c1 (centres undefined) | 0.7 | 30 | 0.4 | 1.6 | 64* | 9 | 4 | 1.1 | /
O=C(Nc1ccc(S(=O)(=O)N2CCC(C(=O)NC3CCCCC3)CC2)cc1)c1ccco1 | 0.7 | 26 | 0.6 | 0.9 | 41 | -3 | 1 | 1 | 0.36
CCc1ccc(/C(C)=N/Nc2cc(Cl)nc(C)n2)cc1 | 1.1 | -7 | 0.9 | 1.4 | 6 | / | / | / | -1.1
Cc1nc2ccccn2c1/C(O)=C1\C(=O)C(=O)N(CCN2CCOCC2)C1c1cccnc1 (centres undefined) | 1.1 | -12 | 1.1 | 1.2 | -13 | / | / | 1 | -0.02
O=C(Cc1cn2ccsc2n1)OCc1nc2ccccc2s1 | 0.8 | 15 | 0.9 | 1 | 15 | -4 | 2 | 1.2 | /
CCN(CC)C(=O)CSc1nnc(CCCCCNC(=O)OC(C)(C)C)o1 | 1 | 1 | 0.7 | 1.3 | 28 | 13 | -6 | 1.1 | 0.23
O=C(O)c1ccc(NCc2cccnc2)cc1 | 0.9 | 9 | 0.9 | 0.8 | 6 | -16 | -1 | 1 | 0.52
CCOc1cc(CNCCSc2nnnn2C)cc(Br)c1OCc1ccccc1 | 0.1 | 94* | 0.2 | 2* | 81* | 18 | -1 | / | 0.81
CCCCNC(=O)CN(CCc1ccccc1)S(C)(=O)=O | 0.3 | 72* | 0.7 | 1 | 25 | 3 | -3 | 1.1 | 0.4
COc1ccc(C)cc1N(C(=O)CNC(=O)c1ccco1)C(C(=O)NC1CCCC1)c1cccnc1 (centres undefined) | 0.9 | 13 | 0.7 | 1.8 | 27 | -2 | 2 | 1 | -0.56
CCC(c1nnnn1Cc1ccco1)N(CCc1ccccc1)Cc1cc2ccc(OC)cc2[nH]c1=O (centres undefined) | 0.1 | 92* | 0.1 | 1.6 | 92* | 8 | -3 | 1.2 | -1.8
O=S(=O)(c1cc(Cl)ccc1Br)N1CCOCC1 | 0.6 | 39 | 2.9* | 0.8 | -191 | -14 | 1 | 1.2 | 0.17

Four entries from above, ordered by the value under PLAP activator, highest first:
structure,CYP2C19 activ,CYP2C19 inh,CYP2C9 act,PLAP activator,CYP2C9 inhib,Mac1 fbg inh,CD11b adhes enh,MT1-MMP txn act,PTK2B oligo ant
CCOc1cc(CNCCSc2nnnn2C)cc(Br)c1OCc1ccccc1,0.1,94*,0.2,2*,81*,18,-1,/,0.81
CCC(c1nnnn1Cc1ccco1)N(CCc1ccccc1)Cc1cc2ccc(OC)cc2[nH]c1=O (centres undefined),0.1,92*,0.1,1.6,92*,8,-3,1.2,-1.8
CCc1ccc(/C(C)=N/Nc2cc(Cl)nc(C)n2)cc1,1.1,-7,0.9,1.4,6,/,/,/,-1.1
Cc1nc2ccccn2c1/C(O)=C1\C(=O)C(=O)N(CCN2CCOCC2)C1c1cccnc1 (centres undefined),1.1,-12,1.1,1.2,-13,/,/,1,-0.02

Additional compounds follow.
SMILES | CYP2C19 activ | CYP2C19 inh | CYP2C9 act | PLAP activator | CYP2C9 inhib | Mac1 fbg inh | CD11b adhes enh | MT1-MMP txn act | PTK2B oligo ant
O=C1c2[nH]nc(-c3ccccc3O)c2C(c2ccccc2)N1Cc1ccco1 (centres undefined) | 0.9 | 9 | 0.9 | 1.5 | 9 | -30 | 0 | 1 | -1.6
CCc1nnc(SCc2ccc(OC)c(Br)c2)n1N | 0.4 | 58* | 1.3 | 1 | -27 | 8 | 0 | 1.2 | -0.82
CCC1Oc2ccc(C)cc2N(CC(=O)NCc2cccc(OC)c2)C1=O (centres undefined) | 0.1 | 94* | 0.9 | 1.1 | 14 | / | / | 1.3 | 0.64
Cc1ccc(C(=O)NC(Cc2c[nH]c3ccccc23)C(=O)O)o1 (centres undefined) | 0.9 | 9 | 1 | 1 | -4 | -7 | -1 | 1 | -1.2
O=C(CCSc1nnc2scc(-c3ccccc3)n12)Nc1nc(-c2ccccc2)ns1 | 0.9 | 13 | 0.7 | 1 | 32 | -20 | 16 | 1.3 | -0.08
C=CCNC(=O)c1onc(CSc2ccccc2)c1C(=O)O | 0.9 | 13 | 0.7 | 0.9 | 31 | / | / | / | /
Cc1ccc(NC(=O)CC(=O)NCCN2CCOCC2)cc1 | 1.1 | -15 | 1.2 | 1 | -15 | -16 | -1 | 1.1 | 1.1
CC(=O)N1c2c(cc(Br)cc2S(=O)(=O)N2CCOCC2)CC1C (centres undefined) | 0.9 | 11 | 1.5 | 1.4 | -54 | -18 | 0 | 1.1 | -0.45
CCOC(=O)N1CCN(C(=O)C2CCN(S(=O)(=O)c3ccc(Cl)cc3)CC2)CC1 | 0.8 | 16 | 0.8 | 1.5 | 16 | -8 | -1 | 1 | 0.64
COc1cccc(-c2nnc3sc(-c4cccs4)nn23)c1 | 0.6 | 40 | 0.6 | 0.9 | 42 | -2 | -3 | 1.8 | -1.3
O=C(Nn1c(-c2ccccc2)nc2ccccc2c1=O)C1CCC1 | 0.9 | 13 | 0.9 | 1.1 | 9 | -4 | 4 | 1.2 | 0.32
[O-]/C(=C(\C(=S)NCc1ccco1)[n+]1ccccc1)c1ccccc1Br | 0.8 | 15 | 0.8 | 0.9 | 17 | / | / | 1 | 0.07
CC(=O)N1CCCc2cc(S(=O)(=O)N3CCc4ccccc4C3)ccc21 | 0.3 | 74* | 1 | 1.3 | -4 | -19 | -1 | 1.2 | -0.79
Cc1ccc(NC(=S)NNC(=O)c2ccccc2OC(F)F)cc1 | 0.8 | 23 | 0.4 | 1.8 | 56* | 4 | -6 | / | -0.66
CCOc1ccc(-c2nnn(CCC(=O)O)n2)cc1OC | 1 | 0 | 1 | 1.2 | 5 | 1 | 1 | 1 | 0.96
CCc1ccc(NC(=O)CNC(=O)c2cn(-c3ccccc3OC)c(=O)c3ccccc23)cc1 | 0 | 98* | 0 | 2.2* | 99* | 21 | -1 | 1.1 | -1.3
CCN(CC)CCNC(=O)c1ccc2c(=O)n(CCc3ccccc3)c(=O)[nH]c2c1 | 0.8 | 18 | 1 | 1.3 | -1 | -13 | -4 | 1.2 | -0.13
